# Kir21 block – blocks the mouse Kir2.1 inward-rectifier potassium channel; P35561; HEK293-Kir2.1, FluxOR thallium flux fluorescence; hits give low values; B-score at 10 µM; 310,000 compounds, 0.85% hits; AID 1672;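 active = fluorescence ratio B-score at or below minus 3 SD of library scores, with starting-brightness B-score within 2 SD, cut at about -4.2 in these data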;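 also: channel flux triggered by added potassium and thallium sulfate stimulus; B-score of peak minus minimum fluorescence over baseline after thallium stimulus; more negative B-score means stronger Kir2.1 block with less thallium influx; some compounds called inactive have numbers as strong as hits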
# Target sequence (P35561 whole entry, looked up): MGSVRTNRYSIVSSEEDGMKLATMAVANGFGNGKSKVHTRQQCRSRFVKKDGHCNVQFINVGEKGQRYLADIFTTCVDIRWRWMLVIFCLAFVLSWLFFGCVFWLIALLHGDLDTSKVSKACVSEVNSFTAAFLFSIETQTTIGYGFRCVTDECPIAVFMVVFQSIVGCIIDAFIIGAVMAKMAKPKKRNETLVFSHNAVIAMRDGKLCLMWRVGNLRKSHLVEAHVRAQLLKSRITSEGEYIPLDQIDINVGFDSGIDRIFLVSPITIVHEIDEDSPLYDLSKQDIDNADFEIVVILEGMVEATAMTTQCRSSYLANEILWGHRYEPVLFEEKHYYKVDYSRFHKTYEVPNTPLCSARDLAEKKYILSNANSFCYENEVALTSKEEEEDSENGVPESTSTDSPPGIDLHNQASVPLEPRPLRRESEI
# CHT inh – inhibits the human high affinity choline transporter; AID 488975; CHT-expressing cells, membrane potential dye, choline response; hits give low values; 310,000 compounds, 0.86% hits; B-score at 10 µM;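 active = B-score over 3 SD under the library average, and starting fluorescence ratio not unusually high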;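 also: choline stimulus applied at its EC90 after an EC20 pre-addition; B-score computed on integrated fluorescence ratio after choline addition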
# Target sequence (Q9GZV3 whole entry, looked up): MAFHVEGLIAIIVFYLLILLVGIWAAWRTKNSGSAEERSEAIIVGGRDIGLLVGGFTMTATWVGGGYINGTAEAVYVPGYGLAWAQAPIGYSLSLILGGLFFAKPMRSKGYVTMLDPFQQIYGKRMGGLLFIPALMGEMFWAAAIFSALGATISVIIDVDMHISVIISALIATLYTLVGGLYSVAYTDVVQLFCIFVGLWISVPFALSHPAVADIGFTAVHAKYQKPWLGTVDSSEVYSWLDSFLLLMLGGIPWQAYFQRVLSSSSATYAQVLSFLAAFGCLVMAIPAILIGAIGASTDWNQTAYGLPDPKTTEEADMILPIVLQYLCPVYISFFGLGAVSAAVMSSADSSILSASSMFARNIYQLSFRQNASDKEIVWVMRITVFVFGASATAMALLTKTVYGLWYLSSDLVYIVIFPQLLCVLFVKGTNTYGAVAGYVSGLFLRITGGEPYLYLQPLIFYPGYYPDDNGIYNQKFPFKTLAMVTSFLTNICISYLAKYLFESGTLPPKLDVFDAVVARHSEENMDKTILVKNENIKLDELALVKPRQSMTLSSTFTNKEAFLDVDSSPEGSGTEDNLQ
# KCNQ2 block – KCNQ2 channel blockers in CHO-K1 cells – cell-based, FluxOR thallium flux, B-score, primary screen (AID 2156); 310,000 compounds, 1.1% hits; B-score at 10 µM; 20 min; hits give low values;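 active = fluorescence ratio B-score at most minus 3 library SDs, with starting brightness B-score within 2 library SDs, cut at about -5.5 in these data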
# * marks the source's active call; other numbers are inactive results; i = inactive; . = no result given; & = joins results of further samples.
# Below each SMILES – Kir21 block, KCNQ2 block, CHT inh
- O=C(Nc1ccc(S(=O)(=O)N2CCCCC2)cc1)c1ccco1
 : 0.92, i, i
- C#CCOCCOCCOCCNc1nc(N2CCN(C(=O)[C@H](CCC(=O)O)n3cc(C(N)Cc4ccc(O)cc4)nn3)CC2)nc(N2CCN(C(=O)[C@H](Cc3cc4ccccc4[nH]3)n3cc(C(N)CC(C)C)nn3)CC2)n1 (some centres not stated)
 : 0.21, i, i
- COc1cc(C(=O)NCc2ccc(-c3nc4ccccc4o3)cc2)cc(OC)c1OC
 : 0.95, i, i
- Cc1[nH]c2ccc(Br)cc2c(=O)c1CN1CCCCC1
 : -0.19, i, i
- O=c1[nH]c(=O)n([C@H]2C[C@H](O)[C@@H](CO)O2)cc1F
 : 1.2, i, i
- CC(C)CC(C(=O)NCC1CCCO1)N(C(=O)Cn1nnc(-c2ccc(F)cc2)n1)c1ccccc1F (configuration not stated)
 : 0.03, i, i
- O=C(COC(=O)C(Cc1ccccc1)NC(=O)c1ccccc1)c1ccccc1 (configuration not stated)
 : 0.46, i, i
- O=C(CCC(=O)N/N=C/c1ccc(Br)s1)NCc1ccccc1
 : -0.11, i, i
- CC(=O)c1cccc(NC(=O)N2CCCC2C(=O)NCc2ccc(F)cc2)c1 (configuration not stated)
 : -0.49, i, i
- CC(C)N1CCC(=NNc2ccc([N+](=O)[O-])cc2S(=O)(=O)N2CCOCC2)CC1
 : -0.87, i, i
- O=C(N/C(=C/c1ccc(Br)cc1)C(=O)N1CCCCC1)c1ccccc1F
 : -2.3, i, i
- COc1cccc(CNC(=O)CCCn2nc(C)c3c(C)n(-c4ccc(C)cc4)nc3c2=O)c1OC
 : -0.53, i, i
- O=C(O)c1ccccc1NCc1ccncc1
 : -0.62, i, i
- Cn1cccc1C1(C(F)(F)F)NCCNC1=O (configuration not stated)
 : 0.82, i, i
- CCOC(=O)N1CCN(C(=O)CCc2ccc(S(=O)(=O)NC(C)C)cc2)CC1
 : 0.18, i, i
- Cc1ccc(NC(=O)/C(=C/c2cccc(Br)c2)NC(=O)c2ccco2)cc1
 : -1.9, i, i
- CCOC(=O)c1ccc(NC(=O)CSc2nc(=O)n3cccc(C)c3n2)cc1
 : 0.53, i, i
- O=C(OCN1C(=O)c2ccccc2C1=O)c1cccs1
 : 1.5, i, i
- COC(=O)CCC(=O)OC1(C)C(=O)C=C2C=C(C3CC3)N(C3CCCC3)C=C2C1=O (configuration not stated)
 : -0.3, i, i
- N#Cc1c(C(F)(F)F)cc(C2CC2)[nH]c1=O
 : 2, i, i
- COC(=O)CCCC(=O)NC1CCCN(C2Cc3ccccc3C2)C1 (configuration not stated)
 : -0.42, i, i
- O=C(NCCN1CCN(c2ccccc2Cl)CC1)Nc1ccccc1
 : 0.14, i, i
- CCOc1ccc(C(=O)Nc2cc(C)on2)cc1OCC
 : -0.48, i, i
- Cc1n[nH]c(=S)c2nn(-c3cccc(Cl)c3)c(C)c12
 : 0.94, i, .
- Cc1cc(C)cc(Nc2ncnc3nc[nH]c23)c1
 : -1.6, i, i
- Oc1ccc(C[C@@H]2CNC(=S)N2CCCCC2CCCCC2)cc1
 : -0.02, i, i
- CCOC(=O)C1CCCN(C(=O)c2ccc(C)cc2O)C1 (configuration not stated)
 : -0.43, i, i
- CC(C)OCCCNC(=O)c1cccs1
 : 0.13, i, i
- COc1cc(C(=O)Nc2ccc(S(=O)(=O)N3CCc4ccccc43)cc2)cc(OC)c1OC
 : 0.29, i, i
- CCCNc1nc(Cl)nc(NCc2cccnc2)n1
 : -0.5, i, i
- O=C(C1CC(c2ccc(F)cc2)=NO1)N1CCc2ccccc2C1 (configuration not stated)
 : -1.1, i, i
- Cc1ccc2c(c1)N(CC(=O)NC1CCCC1)C(=O)c1cccnc1O2
 : 0.65, i, i
- Cc1nc2ccc(S(=O)(=O)NCC(=O)NCCN3CCCCC3C)cc2s1 (configuration not stated)
 : -0.7, i, i
- CSc1ccc(NC(=O)NCCCN2CCC(Cc3ccccc3)CC2)cc1
 : -6*, i, i
- O=C1CCCN2N=C(SCC(=O)Nc3nccs3)SC2=N1
 : 0.62, i, i
- COc1cc(S(=O)(=O)NCCCN2CCOCC2)ccc1-n1cnnn1
 : -1.1, i, i
- CC(=O)c1sc2nsc(SCCN3CCOCC3)c2c1N
 : -0.48, i, i
- S=C(NCc1cccc(Cl)c1)NCc1ccco1
 : -1.8, i, i
- CCOc1ccccc1-n1c(SCC(N)=O)nnc1-c1cccnc1
 : -0.31, i, i
- CCOC(=O)N1CCN(C(c2ccc(C(C)C)cc2)c2sc3nc(C)nn3c2O)CC1 (configuration not stated)
 : -0.21, i, i
- Cc1cnn(CCC(=O)NNC(=S)Nc2ccc(F)cc2)c1
 : -0.43, i, i
- CC1CCN(c2nc(-c3ccco3)c3c(c2C#N)CC(C)(C)OC3)CC1
 : 0.04, i, i
- O=[N+]([O-])c1ccc(N2CCCCC2)cn1
 : 0.57, i, i
- N#Cc1cccc(NC(=O)CCn2ccnc2)c1
 : -0.35, i, i
- COc1ccccc1NC(=S)N(CCCN1CCOCC1)Cc1ccccn1
 : -0.34, i, i
- CCc1nnc(NC(=O)CSc2nnc(-c3ccco3)n2C)s1
 : 2.1, i, i
- NC(=O)C1CCN(C(=O)COc2ccc3ccc(=O)oc3c2)CC1
 : -0.25, i, i
- CSCCC(NC(=O)c1ccc(Cl)cc1Cl)C(=O)OC1CCCCC1=O (configuration not stated)
 : -1.7, -8.1*, i
- CC(Sc1ncnc2ccccc12)C(=O)Nc1ccc2c(c1)OCO2 (configuration not stated)
 : -1.9, i, i
- CCCC(NC(=O)COc1cc2c(c3oc(=O)cc(C)c13)CCC(C)(C)O2)C(=O)O (configuration not stated)
 : 1.1, i, i

# (next part)
# Below each SMILES – Kir21 block, KCNQ2 block, CHT inh
- Cn1ccc(=Nc2ccc(NC(=O)c3ccc(N=c4ccn(C)c5ccc([N+](=O)[O-])cc45)cc3)cc2)cc1
 : -0.01, i, i
- CC(C)n1ncc(C(N)=O)c1N
 : -0.84, i, i
- CCN(CCN(C)C)C(=O)c1ccc2c(c1NCCO)C(=O)c1ccccc1C2=O
 : 0.02, i, i
- NCCCC[C@H]1CN=C(N)N1CC1CCCCC1
 : -2, i, i
- CCOc1ccc(-c2ccc3nnc(SCC(=O)NCC4CCCO4)n3n2)cc1 (configuration not stated)
 : 0.12, i, i
- Cn1c2c(c(=O)[nH]c1=O)C(c1ccc(O)cc1)C1=C(N2)c2ccccc2C1=O (configuration not stated)
 : 0.88, i, i
- O=C(NC1CC2CCCC(C1)N2C(=S)Nc1ccc(Cl)cc1)C1CC1 (configuration not stated)
 : -1.7, i, i
- COC(=O)c1onc(C(=O)c2ccccc2)c1C(=O)OC
 : -0.87, i, i
- CCCOc1cccc(C(=O)O)c1
 : 0.21, i, i
- Fc1ccc(/C=N/N2CCOCC2)c(F)c1
 : -0.01, i, i

# A section taken from the entries so far, as a working copy:
# Below each SMILES – Kir21 block, KCNQ2 block, CHT inh
- CCN(CCN(C)C)C(=O)c1ccc2c(c1NCCO)C(=O)c1ccccc1C2=O
 : 0.02, i, i
- NCCCC[C@H]1CN=C(N)N1CC1CCCCC1
 : -2, i, i
- CCOc1ccc(-c2ccc3nnc(SCC(=O)NCC4CCCO4)n3n2)cc1 (configuration not stated)
 : 0.12, i, i
- Cn1c2c(c(=O)[nH]c1=O)C(c1ccc(O)cc1)C1=C(N2)c2ccccc2C1=O (configuration not stated)
 : 0.88, i, i
- O=C(NC1CC2CCCC(C1)N2C(=S)Nc1ccc(Cl)cc1)C1CC1 (configuration not stated)
 : -1.7, i, i

# Next section
# Below each SMILES – Kir21 block, KCNQ2 block, CHT inh
- CCOC(=O)c1ccccc1NC(=O)COC(=O)CN1C(=O)NC2(CCCC2)C1=O
 : 0.07, i, i
- CCCC(=O)Nc1c2c(nn1-c1ccc(C)cc1)CS(=O)(=O)C2
 : -0.48, i, -6.1*
- O=C(CSc1ccc(Cl)cc1)N/N=C/c1cccnc1
 : -0.68, i, i
- CC(=O)N1CCN(C(=O)CCc2nnc(CCCCc3ccccc3)o2)CC1
 : 0.06, i, i
- CC(=O)c1ccc(OCC(=O)N2CCN(S(=O)(=O)c3ccc(C)cc3C)CC2)cc1
 : -0.18, i, i
- COc1ccc(/C(C#N)=C/c2cccnc2)cc1
 : 0.74, i, .
- COc1ccc(NC(=O)N(Cc2cccs2)Cc2cc3cc4c(cc3[nH]c2=O)OCO4)cc1
 : -1.2, i, i
- N#CCC1c2ccccc2CCN1C(=O)Nc1cccc(C(F)(F)F)c1 (configuration not stated)
 : 1.9, i, i
- CC(C)(C)NS(=O)(=O)c1ccc(CCC(=O)NCc2ccc3c(c2)OCO3)cc1
 : 0.69, i, i
- COc1ccc(-c2nc3ccccc3c(=O)[nH]2)cc1
 : 1.6, i, i
- COc1ccc(OC(C)C(=O)Nc2ccc(F)cc2F)cc1 (configuration not stated)
 : -0.9, i, i
- CCC(C)(C)n1nnnc1C(c1ccc2ncccc2c1)N1CCN(Cc2ccc3c(c2)OCO3)CC1 (configuration not stated)
 : -1.9, i, i
- O=S(=O)(Nc1ccc(-c2csc(-c3ccccc3)n2)cc1)c1ccc(F)cc1
 : -0.03, i, i
- CCN(CC)CCn1c2c(c(SCC(=O)Nc3ccc(C)c(F)c3)nc1=O)CCCC2
 : 0.11, i, i
- Cc1cccc(NC(=S)NCCSc2ccc(Cl)cc2)c1
 : -0.28, i, i
- Cc1ccc(S(=O)(=O)N(C)C)cc1NC(=S)NC(=O)C12CC3CC(CC(C3)C1)C2
 : 0.45, i, i
- COc1ccc(Cl)cc1NC(=S)NCc1ccc(S(N)(=O)=O)cc1
 : -2, i, i
- CC(C)[C@H](CO)N(Cc1cccc(F)c1)c1nc(Nc2cccc(Cl)c2)c2ncn(C(C)C)c2n1
 : 1.6, i, i
- COc1ccc(NC(=O)/C(=C\c2ccccc2)NC(=O)c2ccco2)cc1
 : 0.69, i, i
- O=C(Nc1ncc(Cc2ccc(Cl)cc2Cl)s1)c1ccc([N+](=O)[O-])cc1
 : -0.9, i, i
- CCCc1nc(SCC(=O)N2CCCC2)c2c(=O)n(C)c(=O)n(C)c2n1
 : 0.71, i, i
- COc1ccc(-c2nnc(SCC(=O)NC(C)C)n2CC2CCCO2)cc1OC (configuration not stated)
 : -0.18, i, i
- CC(=O)Nc1ccc(Nc2ncc([N+](=O)[O-])c(Nc3ccc(NC(C)=O)cc3)n2)cc1
 : -0.79, i, i
- O=S(=O)(N1CCOCC1)n1c(Cc2ccccc2)nc2ccccc21
 : -4.3*, i, i
- CN(C)c1ccnc2c[cH-]cc12.[Fe].c1ccc(-[c-]2[c-](-c3ccccc3)[c-](-c3ccccc3)[c-](-c3ccccc3)[c-]2-c2ccccc2)cc1 (configuration not stated)
 : -0.63&-0.1, i, i
- COC(=O)c1ccc(CN2CCC(Oc3ccc(C(=O)N4CCCCC4)cc3)CC2)cc1
 : -1.1, i, i
- CCOC(=O)CN1NC2(CCCC(C)C2)NC1=S (configuration not stated)
 : 0.45, i, i
- COc1cc(NC(=S)Nc2cccnc2)cc(OC)c1OC
 : 0.13, i, i
- Cc1ccccc1CN1CCN(Cc2cc3ccccc3o2)CC1CCO (configuration not stated)
 : 0.46, i, i
- COc1ccccc1NC(=S)N1CCN(Cc2ccccc2)CC1
 : -0.66, i, i
- CCCCSc1nc(C)c(CC(=O)O)c(=O)[nH]1
 : 1.1, i, i
- Cc1ccc(S(=O)(=O)c2nc(S(C)(=O)=O)sc2N2CCC(O)CC2)cc1
 : -0.1, i, i
- N#C/C(=C\c1c(Cl)cccc1Cl)c1nc2ccccc2o1
 : 0, i, i
- CN(CC1CCOCC1)C(=O)CC1C(=O)NCCN1Cc1ccc(-c2ccccc2)cc1 (configuration not stated)
 : 0.1, i, i
- O=[N+]([O-])c1ccc(NCCNCCOc2nonc2-c2ccccc2)c([N+](=O)[O-])c1
 : -0.05, i, i
- CC(NC(=O)C(=O)NN=C1CCCCCCCCCCC1)c1ccccc1 (configuration not stated)
 : 0.07, i, i
- CCOCCCNC(=O)c1cc(Cl)c(NC(=O)C2=C(C)OCCS2)cc1OC
 : -0.24, i, i
- Cc1[nH]nc(N)c1-c1ccc(Cl)cc1
 : 0.59, i, i
- N/C(=N\OC(=O)COc1ccccc1)c1cccnc1
 : -1.6, i, i
- Cc1cc(C)nc(N2CCCC(C(=O)NCc3ccc4c(c3)OCO4)C2)n1 (configuration not stated)
 : 0.74, i, i
- O=C1CCCN1CCCNS(=O)(=O)c1cccc(F)c1
 : -1.3, i, i
- CNc1nc(Nc2ccc([N+](=O)[O-])cc2)nc(OCC(F)(F)F)n1
 : -0.32, i, i
- CC(C)(C)c1ccc(NNC(=O)C2CCC2)cc1
 : 1.1, i, i
- COC(=O)c1cnn2c(C(F)(F)F)cc(-c3ccco3)nc12
 : -1.2, i, i
- COc1ccc([C@@H]2C[C@@H](c3ccccc3)Oc3cc(OC)cc(OC)c32)cc1
 : 1.2, i, .
- COc1cccc(NC(=O)c2cccc(N3C(=O)C4C5C=CC(C5)C4C3=O)c2)c1 (configuration not stated)
 : -0.57, i, i
- Cc1cc(C)cc(NC(=S)N2CCCC2)c1
 : 0.21, i, i
- COCCCN1C(=O)c2ccc(C(=O)Nc3ccc(C)cc3C)cc2C1=O
 : -0.15, i, i
- CCCNC(=O)C(=O)Nc1cc2c3c(c1)CCC(=O)N3CCC2
 : 1.1, i, i
- CCCCOc1ccc(C(=O)NN2CCN(C)CC2)cc1
 : 0.01, i, i
- Cc1sc2c(=O)n3c(nc2c1C(=O)NC1CCCCC1)CCCCC3
 : -0.07, i, i
- O=C(CN1C(=O)COc2ccccc21)NCCC1=CCCCC1
 : 0.74, i, i

# Screening results: PubChem BioAssay, Johns Hopkins Ion Channel Center
